Compound activity: PubChem BioAssay, Sanford-Burnham Center for Chemical Genomics
SENP7 inh: inhibitors of human SENP7 protease | recombinant SENP7, Z-RLRGG-aminoluciferin luminescence, 40 min | AID 434973 | 1.5% of 330,000 active | Q9BQF6 | inhibition, % at 5 µM;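 active means inhibition above about 50% at the single test dose, limit read from the data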;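 further: plate controls were DMSO with enzyme for no effect and no enzyme buffer wells for full effect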
Target sequence (Q9BQF6 706-1050 limits assumed): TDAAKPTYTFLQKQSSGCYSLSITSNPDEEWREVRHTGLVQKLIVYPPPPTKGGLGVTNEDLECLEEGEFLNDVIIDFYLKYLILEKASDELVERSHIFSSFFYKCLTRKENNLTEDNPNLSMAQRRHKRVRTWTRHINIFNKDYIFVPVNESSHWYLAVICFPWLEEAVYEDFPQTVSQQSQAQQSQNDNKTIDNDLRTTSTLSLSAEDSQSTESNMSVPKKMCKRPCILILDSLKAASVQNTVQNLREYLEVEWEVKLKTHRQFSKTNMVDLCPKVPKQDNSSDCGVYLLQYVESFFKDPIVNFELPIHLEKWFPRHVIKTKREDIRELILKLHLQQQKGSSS
PfGluPho inh: PfG6PD (Plasmodium falciparum) enzyme inhibition. PfGluPho enzyme, NADPH resazurin-diaphorase fluorescence. inhibition, % at 20 µM. 0.78% of 350,000 active. AID 504690;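 active means inhibition reaching at least a set limit at 20 µM in the primary screen, cut at about 59% in these data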;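 further: 0% = DMSO wells with substrate and 100% = DMSO wells lacking glucose-6-phosphate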
SENP8 block: blocks human SENP8 cleavage of Nedd8 substrate; inhibition, % at 20 µM; recombinant SENP8, Nedd8 substrate fluorescence; AID 602440; Q96LD8; 0.64% of 360,000 active; in the data active means inhibition mostly above about 40%, no sharp cut-off; inactive means mostly below about 27%
Target sequence (Q96LD8 whole entry, looked up): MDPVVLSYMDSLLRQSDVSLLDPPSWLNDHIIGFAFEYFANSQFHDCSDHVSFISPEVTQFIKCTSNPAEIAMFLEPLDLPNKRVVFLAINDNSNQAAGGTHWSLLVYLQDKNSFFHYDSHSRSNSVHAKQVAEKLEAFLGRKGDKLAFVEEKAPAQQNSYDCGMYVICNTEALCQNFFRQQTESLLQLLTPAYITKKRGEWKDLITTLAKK
SENP6 inh: SENP6 protease inhibition; Recombinant SENP6 catalytic domain, aminoluciferin luminescence; inhibition, % at 10 µM; 1.8% of 330,000 active; AID 2599;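 active means inhibition above about 50% at the single tested dose, limit read from the data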;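 further: plate controls were DMSO wells with enzyme for no effect and DMSO wells lacking enzyme for full effect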
Target sequence (Q9GZR1 628-1112 limits assumed): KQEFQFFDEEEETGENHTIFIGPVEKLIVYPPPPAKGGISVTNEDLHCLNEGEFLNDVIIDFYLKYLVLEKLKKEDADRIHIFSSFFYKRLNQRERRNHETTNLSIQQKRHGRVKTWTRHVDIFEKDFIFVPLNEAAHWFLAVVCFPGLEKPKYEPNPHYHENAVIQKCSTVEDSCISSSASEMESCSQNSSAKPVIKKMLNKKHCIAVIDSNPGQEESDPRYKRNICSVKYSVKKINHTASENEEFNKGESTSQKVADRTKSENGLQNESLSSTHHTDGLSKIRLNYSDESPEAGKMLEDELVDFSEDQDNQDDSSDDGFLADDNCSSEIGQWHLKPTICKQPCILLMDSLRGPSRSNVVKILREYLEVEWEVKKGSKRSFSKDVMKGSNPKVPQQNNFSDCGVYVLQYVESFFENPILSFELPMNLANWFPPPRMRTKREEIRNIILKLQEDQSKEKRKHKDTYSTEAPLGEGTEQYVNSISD
HKDC1 inh: blocks human hexokinase HKDC1 activity; 0.16% of 340,000 active; Q2TB90; inhibition, % at 20 µM; recombinant HKDC1, G6PDH/diaphorase resazurin coupled fluorescence; AID 493160;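 active means inhibition above about 35% when tested at 20 µM, limit read from the data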;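 further: plate controls were DMSO wells with enzyme for no effect and DMSO wells lacking enzyme for full effect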
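test system = in-house recombinant HK5 (HKDC1) enzyme | amount = HKDC1 at 5 µg/mL | control set = DMSO-enzyme wells negative, buffer-substituted wells positive | compound = one dose of 20 µM, 1% DMSO | schedule = reaction time 90 min, room temperature, protected from light | technique = resorufin fluorescence at 613 nm | reagent = glucose with 1 mM ATP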
ATG4B inh: inhibitors of human ATG4B cysteine protease; inhibition, % at 8.33 µM; 0.51% of 340,000 active; Q9Y4P1; ATG4B cleavage of LC3-PLA2, NBD-HPC fluorescence, 1 h; in the data active means inhibition above about 40%
GRIN3A LBD mod: NR3A (human) ligand-binding domain modulation; AID 1259313; 2.5% of 340,000 active; Tm shift relative to glycine control, % at 25 µM; NR3A LBD differential scanning fluorimetry, Tm shift; 0% = protein alone, 100% = glycine-bound protein;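 active means melting temperature shift of at least 10% of the positive control shift, at one fixed dose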
MPTP block: inhibitors of mitochondrial permeability transition pore; inhibition, % at 10 µM; AID 602449; isolated mouse mitochondria, Ca2+ swelling absorbance, 30 min; 1.4% of 360,000 active;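 active means inhibition of 50% or more, scaled per plate between neutral and stimulator controls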;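 further: 0% = DMSO wells given calcium and 100% = 1 mM EGTA wells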
* = called active by the depositor. Compounds as they come; about 6.9% have a hit in one of these screens.

SMILES | SENP7 inh | PfGluPho inh | SENP8 block | SENP6 inh | HKDC1 inh | ATG4B inh | GRIN3A LBD mod | MPTP block
O=C(NC1CCCCC1)N1CCN(Cc2ccco2)CC1 | -2 | 16 | -3 | -18 | -11 | -10 | -1 | 1.1
COc1ccc(C2CC(c3cccs3)=NN2c2ccc(F)cc2)cc1OC (stereo unspecified) | 2 | 17 | -407 | 3 | -4 | -8 | 1 | 0.7
CN(C)c1ccc(/C=N/NC(=O)COc2ccccc2)cc1 | -4 | 3 | -468 | -15 | 1 | -12 | -2 | -0.5
COc1ccc2nc(NC(=O)c3ccc([N+](=O)[O-])o3)sc2c1 | 44 | -14 | -32 | 63* | 2 | -5 | 2 | 1.9
O=C1COc2ccc(S(=O)(=O)N3CCN(c4cccc(Cl)c4)CC3)cc2N1 | -3 | -28 | 5 | -10 | -6 | -7 | 2 | 1.2
COc1cccc(C(=O)C[n+]2cccc3cc(OC)ccc32)c1 | 11 | -1 | 3 | 1 | -4 | 0 | 1 | -1.7
CC(C)C[C@H](NC(=O)C1CC(=O)N(c2ccc3c(c2)OCO3)C1)C(=O)NC1CCCC1 (stereo partly specified) | -2 | 0 | 16 | 3 | 1 | -4 | 0 | -2.5
COC(=O)CSc1nc(N)c(NC(=O)c2ccc(OC)c(OC)c2)c(=O)[nH]1 | 11 | 15 | 17 | 2 | -8 | -8 | 8 | -1.3
CCOCC(=O)Nc1nc2ccc(OCC)cc2s1 | 63* | -2 | 8 | 71* | 0 | -3 | 0 | 0.4
COc1ccc(CCNC(=O)CNC(=O)c2ccc(Br)o2)cc1OC | 1 | -9 | 15 | 7 | 0 | 12 | -2 | -1.1
CCN(CC)CCNc1nc(-c2ccc(OC(F)F)cc2)c(C)s1 | 1 | 6 | -3 | -9 | 1 | -5 | -1 | 1.1
O=S(=O)(Cc1ccccc1)Nc1ccccc1Br | 3 | -9 | 31 | 8 | 3 | -6 | 0 | 1.6
C#CCSc1nc(Cc2ccc(Cl)cc2)nc2ccccc12 | -5 | -15 | 10 | -16 | -10 | -6 | -15 | 6.2
O=[N+]([O-])c1cccc(C(=S)N2CCN(c3ccccc3)CC2)c1 | 3 | 46 | 19 | -8 | -8 | -3 | -1 | 0.5
O=C(C1=C[C@H](c2ccc(Br)cc2)C[C@H](OCc2ccc(CO)cc2)O1)N1CCOCC1 | 3 | 9 | 6 | -25 | -3 | -19 | 1 | -2.7
Cc1ccc(C(=O)NC(=S)NCc2ccco2)cc1 | -11 | -17 | 12 | 2 | 8 | 11 | -1 | 1.0
O=C(c1ccc(CS(=O)(=O)c2ccc(Br)cc2)o1)N1CCOCC1 | 10 | -2 | 5 | 1 | -6 | -10 | -1 | -0.9
CCN1C(=O)[C@H]2[C@@H](c3ccc(-c4ccc(OC)cc4)c(OC)c3)N[C@@](C)(C(=O)OC)[C@H]2C1=O | 3 | -6 | -485 | 8 | -1 | -1 | -1 | 0.8
CCOC(=O)NC(NC(=O)OCC)C(=O)c1ccc(F)cc1 | -4 | 2 | 4 | 1 | -1 | 4 | 2 | -2.2
CCOc1ccc(NC(=S)N2CCC(NC(=O)c3ccccc3)CC2)cc1 | -5 | -5 | 4 | -18 | -1 | -2 | -2 | -1.7
Cn1nc(C(=O)N2CCOCC2)c2ccccc2c1=O | 4 | -22 | 23 | -12 | -5 | 0 | 0 | 0.4
CCN(CC)S(=O)(=O)c1cccc(C(=O)OCC(=O)Nc2ccccc2OC(F)F)c1 | -1 | 6 | 17 | 6 | -9 | -12 | 1 | 1.5
Cc1ccc(C(=O)COC(=O)CNC(=O)c2cccs2)cc1C | 4 | -17 | 11 | 2 | 1 | 7 | 0 | -1.4
CCN(CC)S(=O)(=O)c1ccc2c(c1)nc(SCC(=O)N(C)C1CCS(=O)(=O)C1)n2CC (stereo unspecified) | 4 | 15 | 12 | 5 | -1 | -5 | 0 | -0.2
O=C(CSc1nc2ccccc2c(=O)n1CCCC(=O)N1CCCC1)NCc1ccco1 | 0 | -6 | 13 | -16 | -7 | -5 | -3 | 1.2
SMILES | SENP7 inh | PfGluPho inh | SENP8 block | SENP6 inh | HKDC1 inh | ATG4B inh | GRIN3A LBD mod | MPTP block
CCc1cc(-c2n[nH]c(=S)n2CC(C)C)cs1 | 0 | 17 | -12 | -2 | -4 | 1 | 2 | 1.9
Cc1cccc(Nc2nc3c(S(=O)(=O)c4ccccc4)nnn3c3ccccc23)c1C | 5 | 4 | -380 | -2 | -14 | 1 | 1 | 14
CCCCCCOc1ccc(/C=N/NC(=O)C2CC2)cc1 | 6 | 16 | 4 | -7 | 0 | -4 | 4 | 1.2
CCN(CC)C(=O)CSc1nc(N)c(-c2ccccc2)c(=O)[nH]1 | 4 | -1 | 16 | 5 | -9 | -3 | -1 | 0.8
COc1ccccc1C(=O)COC(=O)c1cccs1 | 3 | 34 | 4 | 10 | 1 | 11 | 1 | -1.7
O=C(CNC(=O)C1CCCCC1)OCC(=O)c1ccc(Cl)s1 | -4 | 11 | 14 | -10 | -8 | -1 | -1 | 0.5
O=C(COC(=O)Cc1ccccc1F)Nc1ccc2c(c1)OCCO2 | 5 | 2 | 10 | -23 | 15 | -11 | 1 | -1.0
Cc1cc(S(=O)(=O)N2CCOCC2)ccc1OCC(=O)NCc1ccccn1 | 3 | -9 | 13 | -24 | -5 | 5 | -2 | -1.4
Cc1ccccc1CC1SC(N=C(N)N)=NC1=O (stereo unspecified) | 2 | 2 | 15 | -15 | -5 | -2 | -1 | -0.9
O=C(C1CCCCN1S(=O)(=O)c1ccccc1[N+](=O)[O-])N1CCCC1 (stereo unspecified) | 7 | 2 | 21 | -7 | 3 | 5 | 0 | 1.8
COc1ccc(C2N(c3ccc4c(c3)OCCO4)C(=O)C2(F)F)cc1OC (stereo unspecified) | 10 | -8 | 16 | 4 | 5 | 2 | 0 | 1.1
Cc1ccc(S(=O)(=O)N2CCN(Cc3ccccc3C(F)(F)F)CC2)cc1 | 7 | 1 | 28 | -13 | -1 | 7 | 20* | -0.7
CCC(C)OC(=O)C1C(c2ccccc2)C(C(=O)O)C1c1ccccc1 (stereo unspecified) | 7 | -9 | 31 | 7 | -6 | 4 | -1 | 2.0
C#CCOCCOCCOCCNc1nc(N2CCN(C(=O)C([C@@H](C)O)n3cc([C@@H](N)CCCCN)nn3)CC2)nc(N2CCN(C(=O)[C@H](CO)n3cc([C@@H](N)C(C)C)nn3)CC2)n1 (stereo partly specified) | 7 | 26 | 24 | 0 | -7 | 3 | 10 | -1.1
O=C(Cc1cccs1)NCCCc1ccccc1 | 5 | 6 | 2 | -8 | -5 | -10 | -2 | -2.1
COc1ccc(NC(=O)c2ccc3ccccc3n2)cc1S(=O)(=O)N1CCCCC1 | 0 | 14 | -21 | 1 | -10 | -18 | -6 | 1.7
NC(=O)CC(NC(=O)OCc1ccccc1)C(=O)O (stereo unspecified) | 5 | 1 | 5 | 0 | -7 | -5 | 1 | -3.1
Clc1ccc(-n2nnc(-c3nccs3)n2)cc1Cl | 82* | 47 | 8 | 82* | -5 | 1 | 5 | 1.0
CC1CC(C)CN(C(=O)c2ccc(S(=O)(=O)N3CCCC3)cc2)C1 (stereo unspecified) | -7 | 16 | 13 | -9 | -3 | 3 | -1 | 0.4
Cc1ccc(CSc2nnc(-c3cccnc3)o2)cc1 | -10 | 9 | 12 | -6 | -3 | -4 | 1 | 0.0
O=C(CN(Cc1ccco1)C(=O)CNS(=O)(=O)c1ccccc1)NCc1ccc(F)cc1 | -13 | -17 | 17 | -22 | -5 | -5 | -4 | 0.0
O=C1NC(=O)C2(COC(c3ccncc3)OC2)S1 (stereo unspecified) | -7 | -7 | 8 | -3 | -5 | -2 | 0 | 0.3
COc1ccccc1NS(=O)(=O)c1cccc(NC(=O)Nc2cccc(Cl)c2)c1 | -4 | 3 | 9 | -15 | -8 | 44* | 23* | 81*
CSc1cccc(NC(=S)N(C(C)C)C(C)c2ccccn2)c1 (stereo unspecified) | 18 | -9 | 13 | 4 | -3 | 9 | 14* | 5.9
O=C(O)c1ccc2c(=O)n(-c3ccc(F)c(Cl)c3)c(=S)[nH]c2c1 | 1 | -19 | -73 | -3 | -5 | -8 | 2 | 2.5

Part of the list above, with two lines to a compound.
The line under a structure holds: SENP7 inh	PfGluPho inh	SENP8 block	SENP6 inh	HKDC1 inh	ATG4B inh	GRIN3A LBD mod	MPTP block
> COc1ccc(C2N(c3ccc4c(c3)OCCO4)C(=O)C2(F)F)cc1OC (stereo unspecified)
→ 10	-8	16	4	5	2	0	1.1
> Cc1ccc(S(=O)(=O)N2CCN(Cc3ccccc3C(F)(F)F)CC2)cc1
→ 7	1	28	-13	-1	7	20*	-0.7
> CCC(C)OC(=O)C1C(c2ccccc2)C(C(=O)O)C1c1ccccc1 (stereo unspecified)
→ 7	-9	31	7	-6	4	-1	2.0
> C#CCOCCOCCOCCNc1nc(N2CCN(C(=O)C([C@@H](C)O)n3cc([C@@H](N)CCCCN)nn3)CC2)nc(N2CCN(C(=O)[C@H](CO)n3cc([C@@H](N)C(C)C)nn3)CC2)n1 (stereo partly specified)
→ 7	26	24	0	-7	3	10	-1.1
> O=C(Cc1cccs1)NCCCc1ccccc1
→ 5	6	2	-8	-5	-10	-2	-2.1
> COc1ccc(NC(=O)c2ccc3ccccc3n2)cc1S(=O)(=O)N1CCCCC1
→ 0	14	-21	1	-10	-18	-6	1.7
> NC(=O)CC(NC(=O)OCc1ccccc1)C(=O)O (stereo unspecified)
→ 5	1	5	0	-7	-5	1	-3.1
> Clc1ccc(-n2nnc(-c3nccs3)n2)cc1Cl
→ 82*	47	8	82*	-5	1	5	1.0
> CC1CC(C)CN(C(=O)c2ccc(S(=O)(=O)N3CCCC3)cc2)C1 (stereo unspecified)
→ -7	16	13	-9	-3	3	-1	0.4
> Cc1ccc(CSc2nnc(-c3cccnc3)o2)cc1
→ -10	9	12	-6	-3	-4	1	0.0
> O=C(CN(Cc1ccco1)C(=O)CNS(=O)(=O)c1ccccc1)NCc1ccc(F)cc1
→ -13	-17	17	-22	-5	-5	-4	0.0
> O=C1NC(=O)C2(COC(c3ccncc3)OC2)S1 (stereo unspecified)
→ -7	-7	8	-3	-5	-2	0	0.3
> COc1ccccc1NS(=O)(=O)c1cccc(NC(=O)Nc2cccc(Cl)c2)c1
→ -4	3	9	-15	-8	44*	23*	81*
> CSc1cccc(NC(=S)N(C(C)C)C(C)c2ccccn2)c1 (stereo unspecified)
→ 18	-9	13	4	-3	9	14*	5.9
> O=C(O)c1ccc2c(=O)n(-c3ccc(F)c(Cl)c3)c(=S)[nH]c2c1
→ 1	-19	-73	-3	-5	-8	2	2.5

(continued)
SMILES | SENP7 inh | PfGluPho inh | SENP8 block | SENP6 inh | HKDC1 inh | ATG4B inh | GRIN3A LBD mod | MPTP block
COc1ccc(-c2cc(C(=O)N3CC4(C)CC3CC(C)(C)C4)no2)cc1 (stereo unspecified) | 5 | 8 | 12 | 16 | 8 | 8 | -12 | -0.8
COc1ccccc1-c1nn(Cc2ccccc2)cc1/C=C/C(=O)O | 0 | -3 | 35 | 4 | -7 | 0 | 0 | 0.3
CCOC(=O)C1=C(C)NC(=O)NC1c1ccc(OCC(=O)N2CCCCC2)cc1 (stereo unspecified) | 1 | -6 | 22 | 6 | -1 | 4 | 1 | 0.4
O=C(NS(=O)(=O)c1ccc(Cl)s1)c1ccccc1 | -4 | -9 | 9 | -8 | -1 | 0 | -1 | 0.0
CCOC(=O)c1cnn(-c2nc(OC)cc(OC)n2)c1C(F)(F)F | 1 | -2 | 5 | -3 | -5 | -6 | 7 | 0.8
CC1CN(c2c3c(nc4ncnn24)CCCC3)CC(C)O1 (stereo unspecified) | -8 | -4 | 0 | -22 | 2 | -1 | 4 | -1.5
